Source: PubChem
NR5A2 inv ag: NR5A2 inverse agonism in reporter assay. hit rate 0.13% among 360,000. inhibition, % at 3.6 µM. HEK293T StAR-luciferase reporter, LRH-1 transfected, 24 h. O00482;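 active = inhibition above the mean inhibition of all tested compounds plus 3 SD, cut at about 73% in these data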;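 note: 0% = DMSO wells and 100% = reporter-only cells lacking LRH-1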
NOD2 RIPK2 PPI: inhibitors of human NOD2-RIPK2 interaction | inhibition, % at 4.98 µM | hit rate 0.38% among 360,000 | O43353 | CHO BLA complementation NOD2-RIPK2, CCF4 ratio; in the data active = inhibition above about 21%;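 note: 0% = vehicle only and 100% = reference blocker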
TROY NFkB inh: TROY signaling inhibition; AID 1347056; inhibition, % at 10 µM; hit rate 0.98% among 360,000; Q293 LMP1-TROYcd NF-kB luciferase reporter, 4 h;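 active = compounds whose plate-normalised and pattern-corrected inhibition of the luciferase reporter signal at the single screening dose is 50% or more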
NCOA1 inh: inhibitors of human steroid receptor coactivator 1 (SRC1); hit rate 0.12% among 360,000; HEK293 GAL4-SRC1 luciferase reporter, luminescence; Q15788; inhibition, % at 3.6 µM;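 active = inhibition above the campaign mean plus 3 SD, with each screening campaign given its own cutoff, cut at about 60% in these data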;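 note: 0% = DMSO treated cells and 100% = gossypol at 36 µM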
Target sequence (Q15788 whole entry, looked up, the tested form may be a part): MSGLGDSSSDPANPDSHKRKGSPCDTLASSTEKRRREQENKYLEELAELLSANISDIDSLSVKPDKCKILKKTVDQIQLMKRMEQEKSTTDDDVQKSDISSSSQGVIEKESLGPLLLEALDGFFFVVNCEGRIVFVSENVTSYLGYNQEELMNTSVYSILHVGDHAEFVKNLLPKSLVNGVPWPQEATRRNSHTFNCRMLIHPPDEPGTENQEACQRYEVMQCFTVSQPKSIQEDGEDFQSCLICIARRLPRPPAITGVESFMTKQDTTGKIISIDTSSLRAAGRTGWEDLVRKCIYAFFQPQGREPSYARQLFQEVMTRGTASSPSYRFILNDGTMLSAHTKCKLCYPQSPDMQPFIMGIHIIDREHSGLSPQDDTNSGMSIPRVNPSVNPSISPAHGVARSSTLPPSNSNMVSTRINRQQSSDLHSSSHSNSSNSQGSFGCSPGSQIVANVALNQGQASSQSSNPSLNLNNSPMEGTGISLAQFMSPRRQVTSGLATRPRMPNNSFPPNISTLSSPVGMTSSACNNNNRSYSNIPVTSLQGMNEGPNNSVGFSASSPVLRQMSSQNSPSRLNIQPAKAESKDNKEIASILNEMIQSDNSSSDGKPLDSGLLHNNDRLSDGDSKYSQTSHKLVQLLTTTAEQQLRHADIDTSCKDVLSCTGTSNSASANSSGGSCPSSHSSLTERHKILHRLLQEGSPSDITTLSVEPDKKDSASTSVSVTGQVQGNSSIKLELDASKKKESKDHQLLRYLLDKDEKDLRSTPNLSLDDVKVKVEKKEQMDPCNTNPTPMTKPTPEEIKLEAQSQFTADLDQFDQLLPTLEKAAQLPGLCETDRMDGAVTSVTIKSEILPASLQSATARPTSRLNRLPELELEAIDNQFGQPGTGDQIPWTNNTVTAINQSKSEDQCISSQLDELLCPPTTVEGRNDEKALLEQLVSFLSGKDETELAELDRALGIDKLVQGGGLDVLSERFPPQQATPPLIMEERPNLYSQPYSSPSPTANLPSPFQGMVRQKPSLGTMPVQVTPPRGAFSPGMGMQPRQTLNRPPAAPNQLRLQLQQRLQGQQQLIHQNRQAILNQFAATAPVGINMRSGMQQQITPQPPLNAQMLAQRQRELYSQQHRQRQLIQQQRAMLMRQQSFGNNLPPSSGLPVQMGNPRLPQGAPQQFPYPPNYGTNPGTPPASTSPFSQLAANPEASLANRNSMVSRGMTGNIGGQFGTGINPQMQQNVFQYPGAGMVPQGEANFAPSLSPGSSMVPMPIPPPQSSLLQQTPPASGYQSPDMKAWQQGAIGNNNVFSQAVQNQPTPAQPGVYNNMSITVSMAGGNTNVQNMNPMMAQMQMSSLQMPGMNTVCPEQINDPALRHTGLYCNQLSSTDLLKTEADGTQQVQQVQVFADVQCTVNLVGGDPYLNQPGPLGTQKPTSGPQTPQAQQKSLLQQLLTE
C8 TRAIL sens: caspase-8 TRAIL sensitization; NB7+C8 cells + TRAIL, ATPlite viability luminescence; hit rate 1% among 360,000; inhibition (viability loss, TRAIL sensitization), % at 10 µM;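 active = compounds causing at least 50% loss of cell viability in the single-dose screen, relative to plate controls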
TLR9-MyD88 block: inhibitors of human TLR9-MyD88 binding; CHO BLA complementation TLR9-MyD88, CCF4 FRET ratio; inhibition, % at 4.98 µM; hit rate 0.21% among 340,000; AID 504734;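 active = inhibition above the mean over all tested compounds plus 3 SD, cut at about 21% in these data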;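 note: 0% = DMSO only wells and 100% = clavulanate BLA inhibitor control wells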
SRC2 inh: inhibits human steroid receptor coactivator 2; Q15596; HEK293 GAL4-SRC2 luciferase reporter, luminescence; inhibition, % at 9 µM; hit rate 0.17% among 370,000; AID 651957;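 active = inhibition above the mean inhibition of all tested compounds plus 3 SD, set per campaign, cut at about 52% in these data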;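 note: 0% = DMSO treated cells and 100% = cells given Gossypol at 36 µM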
NR2F2 inh: blocks human COUP-TFII nuclear receptor; AID 686940; inhibition, % at 8.6 µM; P24468; hit rate 0.7% among 370,000; HEK293T NGFI-A luciferase reporter, luminescence;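 active = inhibition above a per-plate cutoff, mean inhibition of test wells between control levels plus 3 SD, cut at about 38% in these data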;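 note: cells cotransfected with COUP-TFII expression vector driving the NGFI-A reporter; 0% = median of COUP-TF2 test wells and 100% = reporter-only cells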
NCOA3 inh: human NCOA3 inhibition; Q9Y6Q9; HEK293 GAL4-SRC3 luciferase reporter, luminescence; inhibition, % at 3.6 µM; hit rate 0.17% among 360,000;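 active = inhibition above a per-campaign cutoff, the mean of all compounds plus 3 SD, cut at about 60% in these data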;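 note: 0% = DMSO-treated cells and 100% = gossypol-treated cells at 36 µM; higher means less SRC3-driven luciferase light from the GAL4 reporter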
TWEAK Fn14 block: inhibitors of TWEAK-Fn14 interaction signaling | TWEAK-stimulated Fn14 reporter cells, luciferase luminescence, 8 h | inhibition, % at 10 µM | hit rate 2% among 360,000 | AID 1159606; in the data active = inhibition above about 50%
LMP1 NFkB inh: reduces LMP1-driven NF-kappaB luciferase signal; inhibition, % at 12.5 µM; hit rate 0.69% among 350,000; LMP1-induced NF-kappaB luciferase reporter cells, luminescence; AID 504558; in the data active = inhibition above about 41%;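 note: 0% = neutral control wells and 100% = reference inhibitor control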
* marks the source's active call; other numbers are inactive results; x = no result given. These rows are one share of the data. The share of hits here may be higher or lower than overall.

Values in the order – NOD2 RIPK2 PPI	SRC2 inh	NCOA3 inh	TROY NFkB inh	TWEAK Fn14 block	NR5A2 inv ag	NCOA1 inh	LMP1 NFkB inh	TLR9-MyD88 block	NR2F2 inh	C8 TRAIL sens
Cc1nn(CC(=O)NC2CC2)c(C)c1S(=O)(=O)N(C)C
    -6	-3	8	-2	-11	-18	4	-3	-2	-6	-7
CCCn1c(=S)[nH]c2cc(C(=O)N3CCN(C(=O)OCC)CC3)ccc2c1=O
    -12	11	-21	-5	-16	2	-27	3	-6	11	-17
Cc1cc(NC(=O)CN2CCN(S(=O)(=O)c3ccc(Cl)cc3)CC2)no1
    2	-8	14	20	-10	-21	-2	-2	0	6	-11
CCOC(=O)c1[nH]c(C)c(C(=O)Nc2ccccc2C)c1C
    1	-23	6	8	29	16	-43	-6	-6	2	19
C=CCNC(=S)NNC(=O)c1cccn(Cc2cccc(Cl)c2)c1=O
    -7	-24	13	-6	3	-23	-5	-3	-1	6	2
COc1ccc(NC(=S)NCc2ccc(F)cc2)c(OC)c1
    1	-15	-12	-17	-14	0	-46	11	6	0	4
Fc1ccccc1-c1nc(NCC2CC2)nc2ccsc12
    -8	12	2	-5	7	-4	-122	x	x	1	0
COc1ccc(C(O)c2nc(-c3ccncc3)cs2)cc1 (configuration not stated)
    -6	21	13	18	8	20	1	x	x	35	9
Cc1cc(C)c(S(=O)(=O)Nc2ccc(C(N)=O)cc2)c(C)c1
    -2	-2	5	6	4	0	-18	1	-5	-1	3
COc1cc(/C=C/C(=O)OCC(=O)NC(=O)C2COc3ccccc3O2)ccc1OC(F)F (configuration not stated)
    -2	-25	-3	-13	-2	20	0	-3	-9	-17	-2
COC(=O)[C@]1(C)N[C@H](CN(C)C(=O)Nc2ccc(C)cc2)[C@@H]2C(=O)N(C)C(=O)[C@@H]21
    -24	-17	-19	0	11	12	3	0	-14	9	-11
CSc1nnc(C(C)c2ncc(C(F)(F)F)cc2Cl)n1C (configuration not stated)
    -13	-14	13	12	7	-3	8	-5	2	9	-3
O=C(CSc1nnc(-c2ccncc2)n1Cc1ccco1)N1c2ccccc2Sc2ccc(Cl)cc21
    -5	-8	-7	x	34	-4	7	-13	6	-2	-9
CC(Sc1nnc(-c2ccco2)n1-c1ccccc1)C(=O)NCC1CCCO1 (configuration not stated)
    2	-32	13	7	12	0	-2	-2	-9	1	3
CC(CCc1ccccc1)NC(=O)/C=C/c1ccc(Cl)cc1 (configuration not stated)
    4	-21	16	-12	15	-4	-2	-4	-2	6	-3
CC(=O)N(CCc1ccccc1C)Cc1cc2cc(C)ccc2[nH]c1=O
    -8	-13	-3	-7	1	-19	-4	-4	3	-3	-12
COC(=O)c1ccc(C(=O)OC)c(NC(=O)CSc2n[nH]c(N)n2)c1
    -5	-7	0	-6	15	19	-19	-1	0	-6	-16
CCN(CC)S(=O)(=O)c1ccc(S(=O)(=O)N2CCC(C(=O)NC3CCN(Cc4ccccc4)CC3)CC2)cc1
    -12	x	11	-32	9	10	-29	1	2	x	-3
CC(=O)c1c(C)[nH]c(C(=O)COC(=O)CNS(=O)(=O)c2ccccc2)c1C
    -9	2	9	4	-3	-1	0	4	4	-9	-16
O=C(c1cccnc1)n1nc(NCc2ccccc2)nc1NCc1ccccc1
    4	-5	3	3	-8	2	-11	-4	10	0	5
C/C(N)=C(/C#N)C(=O)COC(=O)c1ccc(C#N)cc1
    -1	-23	34	-20	1	7	8	-1	-8	2	-4
N#C/C(=N/Nc1ccc(OC(F)(F)F)cc1)C(N)=S
    3	21	32	49	80*	-15	-2	34	9	38*	38
CCOc1ccc2nc(NC(=O)CN3C(=O)NC4(CCCC4)C3=O)sc2c1
    -4	-29	-8	-30	-12	-2	-53	-15	1	-10	23
S=C1CSc2ccccc2N1
    -11	-1	18	13	9	-6	-17	2	5	-13	-1
O=C(Nc1ccc(Cl)c(Cl)c1)c1ccc(Cn2c(=O)[nH]c3ccsc3c2=O)cc1
    14	22	9	23	6	0	11	-20	2	-19	19
CCOC(=O)CSc1nc(C)cc(C)n1
    -7	-2	20	-5	-1	16	5	-7	1	-12	-1
CC(C)(C)NC(=O)c1cccc(NC(=O)Cc2ccc(Br)cc2)c1
    -6	-12	3	21	2	6	-9	2	4	9	17
CC(Cc1ccccn1)NC(=O)CCc1nnc(C2CCCCC2)o1 (configuration not stated)
    3	5	15	11	-12	0	-28	-4	1	-17	-3
Cc1cn([C@H]2C[C@H](O)[C@@H](CNCc3cccn3-c3ccncc3)O2)c(=O)[nH]c1=O
    -5	6	2	-3	-1	11	-11	3	-12	-2	-11
CCc1ccc2nc(/N=C(\N)NC(=O)c3ccccc3)nc(C)c2c1
    3	12	-7	-44	-20	2	-17	-7	-1	-5	14
CCCS(=O)(=O)Nc1cccc(-c2cn3c(n2)SCC3)c1
    -1	-3	-6	12	-3	-8	-36	-3	7	12	-21
Cc1noc(C)c1S(=O)(=O)N(C)C[C@H]1Oc2ccc(NC(=O)C3CC3)cc2C(=O)N([C@H](C)CO)C[C@@H]1C
    5	3	13	-1	-6	2	-9	-2	1	-17	-6
CN(C)C(=S)Nc1ccc2c(c1)OCO2
    0	-14	-3	-19	-4	-22	-4	-6	-4	10	15
Fc1ccc(CSc2nnc(-c3cc4c(s3)-c3ccccc3CC4)o2)cc1
    -2	-26	-18	1	-8	2	-11	-6	1	-7	2
Cn1cccc1-c1nc2ccccc2n1Cc1ccccc1
    -1	10	22	2	4	4	1	-4	2	-6	0
CCOc1ccccc1NC(=O)C(c1ccccc1)N1CCN(CC(=O)N2CCOCC2)CC1 (configuration not stated)
    -1	3	-1	2	2	-25	11	-4	6	-3	6
COc1cc2nc(CN(C)Cc3ccc(SC)cc3)[nH]c(=O)c2cc1OC
    -3	18	0	-17	17	2	7	10	-8	-12	-2
c1cc2c3c(cccc3c1)C(N1CCCCC1)=N2
    5	x	-7	-17	-24	3	-8	-4	1	x	5
CC1=NC(=O)C(N=Nc2cccc(O)c2)N1c1ccccc1 (configuration not stated)
    -3	-58	-130	-33	5	33	-63	-11	-3	-24	-23
CCOc1cc(/C=N/NC(=O)C(=O)NC)cc(Br)c1O
    -13	-6	-3	15	-15	6	-19	-3	-15	4	-6
CC(C)(C)C(=O)Nc1ccc(Cc2ccncc2)cc1
    -1	-3	9	10	21	16	-6	2	4	-22	-11
Cc1ccccc1-n1nc(C(=O)O)c(C)c(C#N)c1=O
    4	-24	11	20	-8	10	3	-3	-1	-18	-12
Nc1[nH]c(C(=O)c2ccccc2)c(-c2ccc(Cl)cc2)c1C(=O)NCc1ccccc1
    -13	15	x	16	3	3	x	x	x	16	-8
Cc1cc(C)nc(NS(=O)(=O)c2ccc(NC(=O)Cc3ccccc3F)cc2)n1
    10	13	5	2	16	1	-6	4	-4	-10	-14
CN(CCCCN1CCOCC1)Cc1nc(-c2ccc3c(c2)OCO3)no1
    -8	-10	-10	-19	0	-13	-10	-14	-4	-2	8
O=C(COC(=O)c1cc([N+](=O)[O-])ccc1Cl)NCCc1ccccc1
    3	-3	11	-37	-3	-8	-1	3	-13	10	-23
Cc1ccc(NC(=O)COC(=O)C2CSC3(C)CCC(=O)N23)c(C)c1 (configuration not stated)
    -7	6	0	0	-7	5	-3	-1	-8	11	-19
Cc1ccc(S(=O)(=O)N2CCOCC2)cc1C(=O)OCc1nnc(-c2ccccc2)o1
    -3	-47	2	-28	-30	-4	-2	-7	-5	-4	22
Cc1ccc(N(C(=O)c2ccc(Br)o2)C2C=CS(=O)(=O)C2)cc1 (configuration not stated)
    -12	9	0	-3	-5	0	2	5	1	9	2
O=C(c1cccc(C(=O)N2CCN(c3ncccn3)CC2)c1)N1CCN(c2ncccn2)CC1
    -3	5	-7	-5	-2	1	-17	4	5	4	4
O=C(Nc1cccc(Cl)c1)C1C2CCC3C(CCC21)C3(Cl)Cl (configuration not stated)
    10	-11	-6	44	62*	18	16	12	-2	-7	10
Cc1cccc(NC(=O)CSCC(=O)N=c2sccn2C)c1
    2	17	17	-31	-17	-5	-19	-6	-5	-39	-7
COC1OC2COC(c3ccccc3)OC2C(O)C1N (configuration not stated)
    2	-20	2	2	-13	1	-3	-2	-12	14	-13
Cc1noc(C)c1C(=O)OCC(=O)N(C)C1CCS(=O)(=O)C1 (configuration not stated)
    -8	28	-1	5	-1	-13	-2	4	-10	1	-1
O=C(NCC(=O)N(Cc1ccc(F)cc1)C(C(=O)NC1CCCC1)c1ccco1)c1ccco1 (configuration not stated)
    -10	-3	5	-4	-2	-5	-3	4	2	16	17
COc1ccc(NC(=O)C(c2ccc(C)cc2)N(C)C(=O)c2cnccn2)cc1 (configuration not stated)
    0	-21	-2	-20	7	-11	1	8	-2	-18	-2
CC(C)CC(=O)Nc1ccc(C(=O)CN2CCC(C)CC2)cc1
    0	-46	-21	-4	24	-6	-4	1	-2	-1	-2
Cc1ccc(C(=O)NCCCNc2ccccc2[N+](=O)[O-])cc1
    8	-19	11	-7	9	0	5	-8	4	-23	0
COc1ccc(CN(C(=O)c2nsc(Cl)c2Cl)C(C(=O)NC2CCCCC2)c2ccc(OC)cc2)cc1 (configuration not stated)
    -2	6	18	-10	14	-11	16	16	1	-2	-1
COc1cc2cc(C(c3nnnn3C3CCCC3)N(C)C3CCCCC3)c(=O)[nH]c2cc1OC (configuration not stated)
    -15	10	15	-18	-11	-16	7	12	-1	-16	-3

The list goes on.
Values in the order – NOD2 RIPK2 PPI	SRC2 inh	NCOA3 inh	TROY NFkB inh	TWEAK Fn14 block	NR5A2 inv ag	NCOA1 inh	LMP1 NFkB inh	TLR9-MyD88 block	NR2F2 inh	C8 TRAIL sens
COc1ccccc1C(=O)Nc1ccc2c(c1)nc1n2CCN(C2CCCCC2)C1
    2	0	-8	-26	-54	-20	10	-15	14	-7	-12
CCC1(C)Cc2c(sc3[nH]c(=O)[nH]c(=O)c23)CS1 (configuration not stated)
    1	-34	-7	-3	13	-9	-15	20	-11	8	-1
CCc1ccc2c(c1)C1(SC(NC(C)=O)=NN1C(C)=O)C(=O)N2C(C)C (configuration not stated)
    -5	8	22	-12	5	15	-11	-14	3	-6	4
CCOC(=O)c1nc(-c2ccc3c(c2)OCO3)[nH]c1C
    -12	-27	-41	-27	-5	-53	-57	-13	5	-21	28
CCN(CC)S(=O)(=O)c1cccc(-c2nnc(SCC(=O)NC)n2N)c1
    4	-6	6	0	-6	0	6	-4	2	-2	0
CCOC(=O)c1c(-c2ccc(OC)cc2)oc2cc(Br)c(O)cc12
    8	6	-20	-14	-2	0	15	-5	11	5	-11
CC(=O)c1sc(N/N=C/c2cccc([N+](=O)[O-])c2)nc1C
    -4	-21	-21	-54	-9	1	-11	-41	-5	-15	-10
CCCCn1c(N)c(N(CCOC)C(=O)C2CCN(C(=O)c3ccc(Cl)cc3)CC2)c(=O)[nH]c1=O
    -21	-23	21	1	2	20	6	6	9	20	4
O=C(COC(=O)c1cccs1)NCc1ccc2c(c1)OCO2
    -1	-2	-13	-32	-21	3	-9	0	9	-8	-2
